Screens (PubChem BioAssay)
PGC1a acetyl inh = PGC1a acetylation modulation, inhibitor mode | actives 0.17% (n = 350,000) | AID 651687 | U2OS PGC1a acetylation, AlphaScreen anti-acetyl-lysine; with virally co-expressed GCN5 acetyltransferase | inhibition, % at 15.6 µM;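 active = every replicate shows inhibition of at least 40%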;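 also: 0% = neutral control wells and 100% = positive control wells; some results beyond the cut were filed as inactive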
PglD inh = inhibitors of Campylobacter jejuni PglD acetyltransferase; purified PglD enzyme, DTNB colorimetric CoA detection; inhibition, % at 12.5 µM; actives 0.098% (n = 360,000); in the data active = inhibition above about 16%, passing the limit was not always enough; also: strong numbers were not always called active
LGR2 antag = inhibitors of bursicon-induced Drosophila LGR2 receptor cAMP signaling | HEK293 LGR2, CRE-luciferase, bursicon-stimulated, 4 h | inhibition, % at 9.99 µM | actives 0.35% (n = 380,000);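 active = drop in luminescence signal, shown as inhibition above about 50% in the replicate tests, limit read from the data, passing the limit was not always enough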;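 also: agonist challenge used bursicon conditioned medium at about half maximal strength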
EWS-Fli inh = blocks EWS/Fli oncoprotein-driven transcription. A673 NR0B1-luciferase reporter, viability-normalised. inhibition, % at 12.6 µM. actives 0.67% (n = 350,000). AID 651661;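 active = mean inhibition of at least 50% after viability correction, with every replicate also passing that limit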;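 also: firefly luciferase signal divided by Alamar Blue viability fluorescence both relative to DMSO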
FN deposit inh = fibronectin deposition inhibition; AH1F fibroblasts, Alexa488-fibronectin deposition fluorescence, overnight; inhibition, % at 12.6 µM; actives 0.086% (n = 350,000); AID 743247;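 active = mean inhibition across replicates of 30% or more, regardless of how many single replicates reach that level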;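 also: positive control wells lacked labelled fibronectin entirely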
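Material – AH1F fibroblast monolayer, labelled fibronectin deposition · Reagent – labelled fibronectin 24 nM · Timing – 1 h adhesion, overnight exposure · Measured by – fluorescence at 485 nm excitation, 525 nm emission · Read-out – inhibition of fibronectin deposition signal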
ERAP1 HTS inh = inhibitors of human ERAP1 aminopeptidase; recombinant ERAP1, Leu-AMC fluorescence, 60 min; inhibition, % at 10.7 µM; actives 0.15% (n = 340,000);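 active = mean replicate inhibition of at least 30%, or all replicates individually reaching that 30% level; inactive = mean below 30% and not every replicate reaching it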;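 also: 0% = neutral control wells and 100% = L-leucinethiol positive control wells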
Target sequence (Q9NZ08 whole entry, looked up): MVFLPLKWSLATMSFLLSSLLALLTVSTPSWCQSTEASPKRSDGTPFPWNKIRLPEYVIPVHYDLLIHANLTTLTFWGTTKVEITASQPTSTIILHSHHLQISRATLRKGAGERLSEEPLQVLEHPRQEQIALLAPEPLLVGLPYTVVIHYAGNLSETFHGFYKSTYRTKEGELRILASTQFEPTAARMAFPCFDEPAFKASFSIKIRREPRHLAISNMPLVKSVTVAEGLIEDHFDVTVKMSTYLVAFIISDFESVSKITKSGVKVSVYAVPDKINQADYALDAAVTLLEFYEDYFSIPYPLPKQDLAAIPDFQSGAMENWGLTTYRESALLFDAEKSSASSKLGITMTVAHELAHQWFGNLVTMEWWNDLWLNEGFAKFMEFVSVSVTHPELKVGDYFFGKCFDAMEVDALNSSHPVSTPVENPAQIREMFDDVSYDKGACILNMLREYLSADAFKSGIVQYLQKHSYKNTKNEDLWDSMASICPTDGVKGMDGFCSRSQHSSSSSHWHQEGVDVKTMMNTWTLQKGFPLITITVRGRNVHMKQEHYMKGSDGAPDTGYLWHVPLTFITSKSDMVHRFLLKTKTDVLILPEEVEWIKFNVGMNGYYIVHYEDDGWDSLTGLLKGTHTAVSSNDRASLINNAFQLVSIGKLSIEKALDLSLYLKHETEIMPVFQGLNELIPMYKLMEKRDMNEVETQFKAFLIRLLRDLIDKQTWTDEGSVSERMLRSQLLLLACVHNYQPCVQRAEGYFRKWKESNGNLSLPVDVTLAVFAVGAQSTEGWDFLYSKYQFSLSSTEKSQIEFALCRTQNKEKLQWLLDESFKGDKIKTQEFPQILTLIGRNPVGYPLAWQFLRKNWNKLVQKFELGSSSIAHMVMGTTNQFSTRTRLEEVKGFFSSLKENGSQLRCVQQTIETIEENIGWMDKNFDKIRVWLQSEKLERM
PAX8 inh HTS = PAX8 transcriptional activity inhibition; RMG-I TPO-luciferase reporter, SteadyGlo, 24 h; inhibition, % at 12.6 µM; actives 1.2% (n = 360,000);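 active = mean replicate inhibition at least 60% with every replicate also reaching 60%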;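 also: luciferase light reporting Pax8 driven TPO promoter activity; plate controls were median of neutral control wells for no effect and mitoxantrone controls for full effect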
S100A4 MyoIIA = S100A4-myosin IIA interaction inhibition; P26447; S100A4/TAMRA-MyoIIA peptide fluorescence polarization; inhibition, % at 10.7 µM; actives 0.14% (n = 360,000); AID 652163;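 active = mean inhibition of at least 70% across replicates, with every replicate also reaching that level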
Target sequence (P26447 whole entry, looked up): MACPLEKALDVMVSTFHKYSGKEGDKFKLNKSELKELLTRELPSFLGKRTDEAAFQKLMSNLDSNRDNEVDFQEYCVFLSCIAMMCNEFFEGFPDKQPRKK
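incubation = readout 5 min after mixing, signal stable up to 60 min | system = S100A4 monomer protein | buffer or medium = HEPES pH 7.2 with CaCl2, KCl, NaCl, DTT, Triton | benchmarks = neutral control DMSO, positive control TFP | also added = fluorescent myosin IIA peptide, 5 nM | compound dosing = one concentration per compound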
* = called active by the depositor; / = no result given.

SMILES	PGC1a acetyl inh	PglD inh	LGR2 antag	EWS-Fli inh	FN deposit inh	ERAP1 HTS inh	PAX8 inh HTS	S100A4 MyoIIA
Cc1ccc(F)c(S(=O)(=O)NC(=O)C2(C)CCN2C(=O)COc2ccc(Cl)cc2)c1 (stereo unspecified)	/	0	-6	-3	5	2	-5	-7
C[C@H](CO)N1C[C@H](C)[C@@H](CN(C)C(=O)Cc2ccccn2)Oc2ncc(/C=C/c3ccccc3)cc2C1=O	8	-4	0	-9	/	1	-12	-1
Cc1cc(Cl)c2oc(C(=O)N3CCN(C(=O)c4ccco4)CC3)c(C)c2c1	/	1	-48	-82	6	-1	-153	2
COCC(=O)Nc1ccc2c(c1)OC[C@H](C)N(Cc1cccnc1)C[C@@H](C)[C@H](OC)CN(C)C2=O	4	-1	-4	-5	10	1	-1	0
CCc1nnc(NC(=O)Cc2cc(OC)c(OC)c(OC)c2)s1	-3	/	-1	6	-12	-5	16	3
CCOC(=O)C(NCCc1ccccc1F)(NC(C)=O)C(F)(F)F (stereo unspecified)	/	/	-7	5	1	-4	17	5
C[C@@H]1CN([C@H](C)CO)C(=O)c2cc(NS(=O)(=O)c3ccc(Cl)cc3)ccc2O[C@@H](C)CCCCO[C@@H]1CN(C)C	10	-2	14	1	/	0	4	-3
O=S(=O)(c1cccs1)N1CCCCN2[C@H](CO)[C@H](c3ccc(Br)cc3)[C@H]2C1	3	-3	14	-7	/	-3	-5	-16
CC1(C)CC(=O)N(c2ccccc2)C1(C)O (stereo unspecified)	5	-2	/	/	1	/	-8	/
CCc1ccc(C2=C/C(=C/c3cccnc3)C(=O)O2)cc1	1	6	-4	31	-12	7	-26	-4
CCCC#Cc1cnc2c(c1)C(=O)N([C@H](C)CO)C[C@@H](C)[C@@H](CN(C)C(=O)Nc1ccccc1F)O2	0	6	-1	3	/	3	/	-1
COc1ccc(N2C(=O)C3NN=C(C(=O)OCc4ccccc4)C3C2=O)cc1 (stereo unspecified)	10	-1	28	-1	-5	-3	-4	-8

Arranged by value in PGC1a acetyl inh (largest number first): 3 from the list above.
| molecule | PGC1a acetyl inh | PglD inh | LGR2 antag | ERAP1 HTS inh | S100A4 MyoIIA |
| --- | --- | --- | --- | --- | --- |
| C[C@@H]1CN([C@H](C)CO)C(=O)c2cc(NS(=O)(=O)c3ccc(Cl)cc3)ccc2O[C@@H](C)CCCCO[C@@H]1CN(C)C | 10 | -2 | 14 | 0 | -3 |
| C[C@H](CO)N1C[C@H](C)[C@@H](CN(C)C(=O)Cc2ccccn2)Oc2ncc(/C=C/c3ccccc3)cc2C1=O | 8 | -4 | 0 | 1 | -1 |
| CCc1ccc(C2=C/C(=C/c3cccnc3)C(=O)O2)cc1 | 1 | 6 | -4 | 7 | -4 |

Going on with the list:
SMILES	PGC1a acetyl inh	PglD inh	LGR2 antag	EWS-Fli inh	FN deposit inh	ERAP1 HTS inh	PAX8 inh HTS	S100A4 MyoIIA
Cc1ccccc1S(=O)(=O)N1[C@@H]2Cn3c(cccc3=O)[C@H]1[C@@H](C(=O)N1CCOCC1)[C@@H]2CO	/	-2	0	1	/	0	0	9
CC(=O)Nc1ccc2c(c1)C(=O)N(C)[C@@H]1CC[C@H](CC(=O)NCc3ccc4c(c3)OCO4)O[C@H]1CO2	6	0	-1	5	-19	/	23	/
O=S(=O)([O-])CCC[N+]1(CC#Cc2ccccc2)CCCCC1	/	/	2	-8	0	-5	14	-6
CC(=O)Oc1ccc(-c2csc(Nc3ccc(S(N)(=O)=O)cc3)n2)cc1	/	/	-24	-7	9	4	0	-4
COc1ccccc1OCCNC(=O)CCNC(=O)c1ccccc1OC	3	2	-1	-3	-1	-2	3	-1
CCCCn1c(SCC(=O)Nc2cc(C(F)(F)F)cc(C(F)(F)F)c2)nnc1C(CC)N(C)C (stereo unspecified)	/	-3	-10	11	14	-2	45	-4
COC(=O)c1cc(-c2ccc(OC)cc2)nc2nc(SC)[nH]c(=O)c12	-16	1	16	-3	3	-1	-6	-2
CN1CCC(N(C)C(=O)c2ccc(Cl)c(S(=O)(=O)N(C)c3ccc(Cl)cc3)c2)CC1	3	0	-9	3	2	-2	/	4
COc1ccc(-c2ccc3c(c2)O[C@@H](CN(C)C)[C@@H](C)CN([C@H](C)CO)S3(=O)=O)cc1	-25	-2	-6	-5	2	0	/	-15
COc1cc(OC)c2c(=O)c3c(C(=O)O)c(O)ccc3oc2c1	/	/	22	50	2	0	5	-2
COc1ccc(S(=O)(=O)Nc2ccc3c(c2)C(=O)N([C@@H](C)CO)C[C@@H](C)[C@@H](CN(C)CC2CC2)O3)cc1	2	12	6	-1	-1	5	/	22
Cc1cc(OCC(=O)NCC2CCC(C(=O)O)CC2)c2c(C)cc(=O)oc2c1 (stereo unspecified)	8	0	/	-5	/	2	/	0
CN(C)CC(=O)Nc1ccc2c(c1)[C@H]1C[C@H](CC(=O)NCc3ccccc3F)O[C@@H](CO)[C@H]1O2	7	1	2	5	2	/	-1	/
O=C(CSc1cn[nH]n1)Nc1nc2ccccc2s1	/	2	-28	-40	3	1	-20	1
C[C@H](CO)N1C[C@H](C)[C@H](CN(C)CC2CC2)Oc2cc(-c3ccccc3)ccc2S1(=O)=O	-6	1	8	-2	5	1	/	-9
CCOC(=O)CC(=O)CSc1nc2cc(C)ccc2cc1C	-12	13	/	/	-19	/	22	/
O=S(=O)(NCCc1ccccc1)c1cccc2nsnc12	-22	1	-2	4	/	0	/	4
CC=Cc1ccc2n(c1=O)C[C@@H]1[C@@H](CO)[C@H](C(=O)NCCc3cn(C)cn3)N(C(=O)CC)[C@H]21 (mixture of isomers)	-3	/	9	-4	/	-3	/	-6
COc1ccc(-c2nn(CCC(=O)O)cc2/C=C2\SC(N)=NC2=O)cc1	-7	8	/	12	4	4	-11	30
S=C(NCc1ccc(Cl)c(Cl)c1)Nc1ccc2c(c1)OCO2	/	/	-1	/	6	7	0	0
O=C(NCCc1ccccc1)c1cccc(Br)c1	15	2	-48	-112	-4	-1	-164	-11
CCCN1Cc2cccc(C(=O)NCc3ccccc3)c2C1=O	-19	1	-8	/	-2	/	/	/
Cc1ccc(N2C(=O)/C(=C/c3cccnc3)SC2=S)cc1	-12	/	21	20	7	0	5	0
CC(C)CCNC(=O)c1c[nH]c2ccc(S(=O)(=O)N3CCC4(CC3)OCCO4)cc2c1=O	-11	-3	-20	/	6	/	4	/
COc1ccc(-c2c(-c3cc(OC)cc(OC)c3)n(C)c3ccc(-c4cc(F)cc(OC)c4)cc23)cc1	/	4	-8	0	2	1	26	-3
COc1ccc(-n2cc(CNCCCn3ccnc3)c(-c3cccc(F)c3)n2)cc1	/	/	-5	9	0	-9	10	-7
COc1ccc(COc2ncnc3ccc(Br)cc23)cc1F	-3	1	-39	-10	1	-5	-16	-1
CN(C(=O)c1ccc(NC(=O)Cc2cccc(NC(=O)C3CCN(C(=O)CCc4ccccc4)CC3)c2)cc1)C1CCCC1	1	-2	5	-12	0	-2	12	0
CCc1nnc(NC(=O)c2c(-c3ccccc3)noc2C)s1	7	-1	9	2	-1	-3	30	-5
NCC[C@H]1CC[C@@H](NC(=O)Cc2ccncc2)[C@H](CO)O1	-6	0	3	4	-7	-1	-10	-4
CCN(C[C@H]1N[C@@H](CO)[C@@H]1c1ccc(C2=CCCC2)cc1)C(=O)c1cccnc1	10	-2	-15	23	-9	/	16	-24
O=CN1CCN(S(=O)(=O)c2ccc(Cl)c(C(=O)O)c2)CC1	/	/	/	-1	0	8	1	0
CC(C)[C@H](NC(=O)[C@@H]1Cc2ccccc2CN1)C(=O)NC1CCCCC1	-10	1	2	2	1	-3	0	-2
Cc1oc(C(C)(C)C)cc1C(=O)N1CCN(c2ccc(C(F)(F)F)cn2)CC1	/	/	/	2	-2	-1	0	1
COc1ccc(N2CCN(C(=O)C(=O)c3cc(OC)c(OC)c(OC)c3)CC2)cc1	/	/	-11	5	-3	/	-2	-6
Cc1nc2cc(NC(=O)COc3ccc(C#N)cc3)ccc2n1-c1ccccc1	-1	-2	/	/	-3	/	1	/
Cc1ccc(-n2cnc3c(=O)[nH]cnc32)cc1	-5	-7	-41	-17	-15	-8	-11	-27
CSc1ccccc1C(=O)NCCS(=O)(=O)N1CCN(c2ccc(F)cc2)CC1	0	-1	24	1	/	-3	14	-4
C[C@H](CO)N1C[C@H](C)[C@@H](CN(C)S(C)(=O)=O)OCCCC[C@H](C)Oc2ccc(NC(=O)NC3CCCCC3)cc2C1=O	-1	0	9	0	-2	-4	4	-4
CC(C)NC(=O)N1[C@H](CO)[C@H]2c3ccccc3N(C(=O)Nc3ccc(Cl)cc3)C[C@H]21	6	-2	-11	-8	/	-3	-15	4
Cc1ccc(CN2CC(N3CCC(Cc4ccccc4)CC3)CS2(=O)=O)cc1 (stereo unspecified)	-2	0	-12	-2	-5	-1	5	-6
Cc1ccc(CC(=O)NNC(=O)c2cccs2)cc1C	/	-1	25	-8	1	-2	14	0
CCCCc1c(-c2ccccc2OC)ncn1Cc1cccc(F)c1F	/	/	-1	3	1	4	11	7
CN(C)S(=O)(=O)c1cccc(NC(=O)c2ccc(S(=O)(=O)N3CCCCC3)cc2)c1	/	2	-3	3	/	0	10	0
CCOC(=O)N1CCN(Cc2nc3cc(NC(=O)c4ccco4)ccc3n2CC)CC1	/	0	-4	-16	0	0	-50	0
Cc1oc2c(CN3CCCC3)c(O)ccc2c(=O)c1-c1ccc(Br)cc1	-18	5	0	3	/	-2	/	0
COc1ccccc1C(=O)NCC(=O)OCC(=O)c1ccc(Cl)s1	2	6	17	-6	-8	-3	-8	-2
COc1cc(NC(=O)c2cc(-c3cccnc3)nc3ccc(Br)cc23)cc(OC)c1	8	8	-1	8	7	-1	47	3
COc1ccc(OC)c(CN2CCN(C(=O)CNC(=O)c3ccccc3F)CC2)c1	0	3	-12	-4	7	-2	9	0
Nc1n[nH]c(N)c1N=Nc1ccc2c(c1)OCO2	/	/	-2	-47	-1	20	-67	3
COc1ccc(CC(=O)Nc2nnc(CC(C)C)s2)cc1S(=O)(=O)N1CCOCC1	-8	-1	3	1	1	0	6	-5
Cc1ccc(CNC(=O)CNC(=S)N(Cc2ccccc2)Cc2ccccc2F)cc1	1	/	15	-4	-9	5	6	-5
COCCNC(=S)Nc1ccc(N2CCOCC2)c(S(=O)(=O)Nc2ccc(Cl)cc2)c1	1	5	4	12	7	8	7	-1
CS(=O)c1ccccc1-c1nc(-c2cccc(Cl)c2)no1 (stereo unspecified)	10	-5	-52	-34	5	0	-26	-1
C[C@@H]1CN([C@@H](C)CO)S(=O)(=O)c2ccc(-c3ccc(C(=O)N(C)C)cc3)cc2O[C@@H]1CN(C)Cc1ccc2c(c1)OCO2	-29	4	11	21	/	3	1	8
CC(C)NC(=O)Nc1ccc2c(c1)CC(=O)N([C@H](C)CO)C[C@@H](C)[C@@H](CN(C)S(=O)(=O)c1ccc(Cl)cc1)O2	-1	9	0	-6	-4	1	-15	6
NC(=S)Cc1ccc(Cl)cc1Cl	/	1	11	-4	-1	2	19	2
Cc1cc(C(=O)Nc2cccc3c2O[C@H](CN(C)S(=O)(=O)c2cn(C)cn2)[C@H](C)CN([C@@H](C)CO)C3=O)n(C)n1	-5	-2	5	2	1	-1	/	4
C/C=C/n1ccnc1CC(O)(c1ccccc1)c1ccc(C)cc1 (stereo unspecified)	-12	/	5	-13	1	/	6	0
COc1ccccc1NS(=O)(=O)c1ccc2c(c1)CCN2C(=O)CCC(=O)O	5	6	7	-3	-1	-4	-24	1
C=CCN1C=CC(=C/C=C(/C#N)C(=O)OCC)C=C1	5	-6	/	/	-16	/	-127	/
